D1 antagonist = human D1 dopamine receptor antagonism. activity change, negative = inhibition, % at 10 µM. P21728. 360,000 tested, 3.2% active. AID 504652. HEK293 TREx D1 cells, calcium flux, dopamine EC80; stronger effect = lower value; in the data active = activity change below about -30%; note: % is set by controls: 0 for no effect and ±100 for the full control effect
Target sequence (P21728 whole entry, looked up): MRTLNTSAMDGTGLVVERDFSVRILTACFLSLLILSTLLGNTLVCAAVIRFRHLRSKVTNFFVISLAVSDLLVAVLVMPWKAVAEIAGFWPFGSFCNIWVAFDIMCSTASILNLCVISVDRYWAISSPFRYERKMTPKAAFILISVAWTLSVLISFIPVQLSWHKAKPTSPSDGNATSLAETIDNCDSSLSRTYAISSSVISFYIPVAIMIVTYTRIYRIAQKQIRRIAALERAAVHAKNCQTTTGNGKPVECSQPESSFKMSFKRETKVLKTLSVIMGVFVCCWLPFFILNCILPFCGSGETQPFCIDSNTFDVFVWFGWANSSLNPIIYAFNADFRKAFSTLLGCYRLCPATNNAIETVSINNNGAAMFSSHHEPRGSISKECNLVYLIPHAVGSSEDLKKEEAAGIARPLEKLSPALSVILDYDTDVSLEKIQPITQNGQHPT
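Antagonism measured as reduced calcium response to an EC80 dopamine addition following 180 s compound pre-read; cells were inducible HEK293 Trex D1 plated overnight at 30 C, read kinetically at 1 cycle/sec.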
RXFP1 agonist = activates the human relaxin receptor RXFP1; AID 2676; Potency, µM (series often up to 57.5 µM), inactives show top-dose activation, actives largely listed as activators; Q9HBX9; 370,000 tested, 0.3% active; HEK293T-RXFP1 cAMP TR-FRET, 30 min; response scale: percent of porcine relaxin response, buffer zero; note: potency is the fitted concentration of half-maximal effect; % is set by controls: 0 for no effect and ±100 for the full control effect; nearly all actives have a fitted effect of over 60% in size; many of its hits are not listed in these tables
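Agonist response is measured as cAMP accumulation in an RXFP1-transfected HEK293T line under PDE4 inhibition. Values are scaled between buffer-only and 29 nM porcine relaxin, and EC50s come from standard Hill equation fits.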
Glioma ERSR ind = inducers of ER stress response in human glioma cells; Potency, µM, for inactives: at the highest dose activation, actives largely listed as activators; U87-MG GRP78 promoter luciferase reporter, 16 h; 420,000 tested, 0.02% active; note: potency is the fitted concentration of half-maximal effect; series mostly up to about 76 µM; % of control where 0% means no effect; nearly all actives have a fitted effect of over 35% in size
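ERSR induction read as luciferase luminescence (Bright-Glo, 10 min at room temperature) in stably transfected human U87-MG glioma cells exposed to compounds for 16 h, using GRP78 as sensor.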
D1 ag = activates the human D1 dopamine receptor; HEK293 T-REx D1 cells, calcium flux, agonist mode; activation, % at 2 µM; AID 504660; P21728; 360,000 tested, 1% active; in the data active = activation above about 30%; note: 0% is about no effect
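Inducible HEK293 T-REx D1 cells, force-coupled to calcium signalling, were plated at 4000 cells/well with tetracycline and held overnight at 30 C. After no-wash calcium dye loading, compound-evoked calcium rise over 180 s flagged agonists.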
Vif-APOBEC3F blk = inhibitors of Vif-A3F interaction. HeLa A3F-eYFP + Vif (tagged APOBEC3F with the HIV-1 protein that degrades it), YFP fluorescence increase. Potency, µM (top dose mostly 46.1 µM), without a hit: at the highest dose activity, negative = active. 390,000 tested, 0.2% active. AID 602313; note: potency is the fitted concentration of half-maximal effect; % of control where 0% means no effect; nearly all actives have a fitted effect of over 65% in size
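HeLa cells stably expressing Vif plus C-terminally eYFP-tagged A3F were seeded, incubated overnight at 37 deg C, dosed with compound, incubated overnight again at 37 deg C. Yellow fluorescence (Ex 488/Em 500-530) reported blocked Vif-mediated A3F-eYFP degradation.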
D2 potentiator = D2 dopamine receptor (human) potentiation; 340,000 tested, 0.34% active; potentiation, % at 10 µM; HEK293 T-REx D2, calcium flux, EC20 dopamine potentiation;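 active = potentiation over 3 SD above the plate norm, cut at about 30% in these data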; note: 0% is about no effect
Target sequence (P14416 whole entry, looked up): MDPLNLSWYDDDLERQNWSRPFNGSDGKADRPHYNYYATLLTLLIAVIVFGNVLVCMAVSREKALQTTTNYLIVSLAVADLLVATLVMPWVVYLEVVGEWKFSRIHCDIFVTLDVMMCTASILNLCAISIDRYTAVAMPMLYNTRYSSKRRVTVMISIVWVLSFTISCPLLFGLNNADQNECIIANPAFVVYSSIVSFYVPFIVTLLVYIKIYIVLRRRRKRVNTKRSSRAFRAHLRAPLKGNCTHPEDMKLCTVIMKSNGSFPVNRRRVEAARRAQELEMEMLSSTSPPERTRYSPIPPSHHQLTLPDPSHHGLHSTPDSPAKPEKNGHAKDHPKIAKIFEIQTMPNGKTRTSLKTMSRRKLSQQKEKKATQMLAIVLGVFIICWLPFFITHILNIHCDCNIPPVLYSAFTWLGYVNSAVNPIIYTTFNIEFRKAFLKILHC
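Tetracycline-induced Hek293 Trex D2 cells, force-coupled to calcium, loaded with no-wash calcium dye. Compound added with 180 s kinetic read for agonism, then EC20 dopamine and a further 180 s read for potentiation.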
Vif-A3G inh = Vif-A3G binding inhibition. Q9HC16. HeLa A3G-eYFP + Vif (tagged APOBEC3G with the HIV-1 protein that degrades it), YFP fluorescence, overnight. Potency, µM (top dose mostly 46.1 µM), without a hit: at the top dose activity, negative = active, usual class: inhibitors. 410,000 tested, 0.076% active;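 note: potency is the fitted concentration of half-maximal effect; % is set by controls: 0 for no effect and ±100 for the full control effect; nearly all actives have a fitted effect of over 60% in size; hits raise eYFP signal because A3G escapes Vif-driven loss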
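Read-out is eYFP fluorescence (Ex 488/Em 500-530) from Vif-expressing HeLa A3G-eYFP cells; more signal means A3G escaped Vif-mediated degradation. Cells plated overnight, compound pinned in, incubated overnight at 37 deg C.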
RXFP1 antagonist = antagonists of human relaxin receptor RXFP1; Q9HBX9; HEK293-RXFP1, relaxin-stimulated cAMP HTRF, 30 min; stronger effect = lower value; activity change, negative = inhibition, % at 57.5 µM; 350,000 tested, 0.59% active; AID 1259400;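 active = activity change of -60% or lower, but not beyond a set lower limit; inconclusive = change between -60% and -40%, or beyond the set limit; inactive = change above -40%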; note: % is set by controls: 0 for no effect and ±100 for the full control effect
D1 PAM = enhances dopamine response at the human D1 receptor | HEK293 TREx D1 cells, calcium flux, dopamine EC20 potentiation | potentiation, % at 10 µM | P21728 | 360,000 tested, 0.036% active | AID 504651; in the data active = potentiation above about 30%; note: 0% is about no effect
Numbers without * were called inactive; u = inconclusive; x = no result given; & = joins results of further samples. Unless noted, calls come from the whole dose curve; as a rule, active = well fitted curve in the direction sought with a large enough effect; inconclusive = small, poorly fitted or top-dose-only effect, or another doubt; inactive = no such curve, though single readings can be large; an effect the other way counts as inactive or inconclusive. Not all compounds are listed, so the mix of outcomes need not match the whole.

The first 5 compounds as a preview:
SMILES	D1 antagonist	RXFP1 agonist	Glioma ERSR ind	D1 ag	Vif-APOBEC3F blk	D2 potentiator	Vif-A3G inh	RXFP1 antagonist	D1 PAM
CC(C)NC(=O)COC(=O)/C=C/c1ccc(F)cc1	-15	2.0%	-3%	1	-10%	2	0%	-8	0
CC(C)Cc1nnc(NC(=O)CCC(=O)NC2CCCCCCC2)s1	8	0.4%	-3%	3	-3%	6	-1%	-12	1
COc1ccc(NC(=O)c2ccc(-c3ccccc3Cl)o2)cc1	11	1.0%	-2%	-2	1%	-17	-10%	x	-2
CCC/C(=N\NC(=O)CNC(=O)/C=C/c1ccco1)c1ccccc1	-14	-0.7%	0%	3	3%	-1	-5%	x	3
C/C(=N/NC(=O)CNC(=O)c1ccco1)c1ccco1	0	0.9%	1%	2	0%	11	5%	12	1

This part in full, from the start:
SMILES	D1 antagonist	RXFP1 agonist	Glioma ERSR ind	D1 ag	Vif-APOBEC3F blk	D2 potentiator	Vif-A3G inh	RXFP1 antagonist	D1 PAM
CC(C)NC(=O)COC(=O)/C=C/c1ccc(F)cc1	-15	2.0%	-3%	1	-10%	2	0%	-8	0
CC(C)Cc1nnc(NC(=O)CCC(=O)NC2CCCCCCC2)s1	8	0.4%	-3%	3	-3%	6	-1%	-12	1
COc1ccc(NC(=O)c2ccc(-c3ccccc3Cl)o2)cc1	11	1.0%	-2%	-2	1%	-17	-10%	x	-2
CCC/C(=N\NC(=O)CNC(=O)/C=C/c1ccco1)c1ccccc1	-14	-0.7%	0%	3	3%	-1	-5%	x	3
C/C(=N/NC(=O)CNC(=O)c1ccco1)c1ccco1	0	0.9%	1%	2	0%	11	5%	12	1
COc1cccc(C(=O)N2CCC(C(=O)Nc3cccc(Cl)c3)CC2)c1	1	3.0%	-2%	2	3%	-12	-7%	-9	-2
COc1ccc(N2CCc3c(C)nc4c(OC)cc(OC)cc4c32)c(OC)c1	-26	6.7%	-6%	4	-3%	-4	7%	-3	-4
COc1cccc(-n2c([S-])c(C(=O)Nc3ccc(S(=O)(=O)N4CCOCC4)cc3)[n+]3cc(C(N)=O)ccc23)c1	2	4.5%	1%	1	-14%	-8	0%	-2	-5
Cc1cccc(C(C)C)c1NC(=O)COC(=O)c1cc2ccccc2oc1=O	-3	2.2%	5%	1	1%	-3	-5%	5	0
C/C(Cn1cnc([N+](=O)[O-])n1)=N\NC(=O)c1ccc(O)cc1O	8	0.9%	6%	1	10%	17	2%	-10	-1
COc1ccc(C(=O)Nc2nnc(S(=O)(=O)N(CC(C)C)c3ccc(C)cc3)s2)cc1OC	2	2.3%	-2%	11	-16%	-3	-15%	-8	-3
O=C(Nc1cccc(F)c1)c1c(O)c2ccccc2[nH]c1=O	8	2.6%	2%	2	-5%	-16	1%	0	2
CC(=O)N1CCN(c2ccc(NCc3cccs3)cc2)CC1	5	-2.8%	0%	4	-5%	5	0%	-4	-6
COc1ccccc1-c1nnc(SC(C)C(=O)N2CCOCC2)o1 (centres undefined)	-5	0.2%	1%	0	-12%	-3	4%	-3	-3
C=CCN1C(=O)C(C)NC1=S (centres undefined)	11	-4.6%	-3%	3	-7%	16	1%	3	-1
Cc1ccc(C)c(N2CCN(C(=O)c3cc(S(=O)(=O)N4CCOCC4)ccc3F)CC2)c1	15	-1.1%	-3%	3	-8%	1	0%	3	-5
Cc1cc(C(=O)CC#N)c(C)n1CC(F)(F)F	-10	-0.1%	0%	0	-2%	6	0%	-4	-1
Cc1ccccc1NC(=O)CSc1nnc(-c2cccs2)o1	7	-2.5%	3%	18	0%	12	5%	-5	-1
CCN(CC)CCNC(=O)CN1C(=O)c2cccnc2Oc2ccc(C)cc21	-9	0.0%	-2%	-2	8%	-2	-2%	-10	2
CCOC(=O)COc1ccccc1C(=O)c1cnn(-c2ccccc2)c1	8	2.8%	4%	7	7%	-8	0%	6	-5
Cc1cccc(NC(=O)Cn2c(=O)n(Cc3ccccc3)c(=O)c3c(C)c(C)sc32)c1	-1	-0.1%	-4%	1	-13%	-1	-1%	-10	0
O=C(N/N=C/c1sc(=O)n(-c2ccccc2)c1Cl)c1ccccc1	3	1.8%	0%	1	u	-9	u	-5	-4
CCCCCn1c(CCCNC(=O)c2ccccc2)nc2ccccc21	-5	-2.8%	-1%	1	3%	-15	3%	x	2
CCOC(=O)CC(=O)Nc1ccc(C)cc1	-1	0.6%	0%	0	2%	0	1%	2	-2
COC(CN(C(=O)CCl)C(C(=O)NC1CCCC(C)C1C)c1ccc(C)cc1)OC (centres undefined)	-4	3.3%	-5%	2	-1%	8	-1%	-6	0
Cc1ccc(CNS(=O)(=O)c2cc3c(cc2Cl)NC(=O)CO3)o1	-17	8.1%	-3%	2	-2%	12	5%	-3	4
COc1ccc(OCc2ccc(-c3nc(C#N)c(N4CCC(C(N)=O)CC4)o3)o2)cc1	-22	4.4%	1%	0	-2%	12	-3%	-14	2
COC(=O)CC1Oc2ccc(C)cc2-n2cc(-c3ccc(C)cc3)nc21 (centres undefined)	-11	-1.5%	-2%	1	-1%	-8	1%	x	-2
O=C(O)c1ccc(Cl)c(NC(=S)NC(=O)c2cccc(COc3ccccc3)c2)c1	-28	3.7%	-6%	2	3%	12	-1%	u	0
COc1ccc(-c2cc(C(=O)N3CCCC3)no2)cc1	23	3.3%	-13%	1	10%	x	1%	-12	6
COc1ccc(S(=O)(=O)N2CCCC2CNC(=O)C(=O)NCCc2ccccc2)cc1 (centres undefined)	0	0.0%	-3%	7	-20%	-1	u	6	1
O=C(CSc1nc(=O)n(Cc2ccncc2)c2c1CCC2)Nc1ccccc1	x	2.1%	-1%	-2	0%	9	-2%	x	-2
Cc1cc(C)cc(NC(=O)c2ccc3c(c2)nnn3C2CCCC2)c1	-4	-0.1%	2%	7	-12%	9	u	x	-1
Cc1cc(C)cc(OC(C)C(=O)Nc2nc3c(s2)CCCC3)c1 (centres undefined)	3	-4.2%	-1%	1	0%	16	5%	-103*	2
COc1nnc(-c2ccc(N3CCCCC3)c(N)c2)c2ccccc12	x	x	-2%	x	-1%	x	3%	-17	x
Cc1nc(NC(=O)c2cccnc2Cl)sc1C	x	x	-3%	x	-2%	x	-1%	8	x
Cc1ccc2c(CN(C)Cc3cccc(F)c3)cc(=O)oc2c1C	-16	-0.7%	9%	4	2%	5	-8%	-9	1
CC(C)(C)c1ccc(OCC(=O)Nc2ccc(C(=O)OC3CCCCC3)cc2)cc1	-3	1.9%	x	5	x	-3	x	12	1
Cc1sc(NC(=S)NC(=O)CCc2ccccc2)c(C(N)=O)c1C	2	22%	-2%	1	-14%	10	-54%	-5	-2
O=S(=O)(NCc1ccccc1)c1ccc(S(=O)(=O)N2CCCCC2)cc1	-13	-1.0%	-4%	14	-3%	-4	0%	9	-7
CCOC(=O)c1ccc(Nc2nc(C(=O)OCC)nc3ccccc23)cc1	5&9	5.3%&4.5%	-5%&-6%	2&4	-2%&4%	-2&17	-7%&-5%	-12&-22	0&-10
CC(=O)NC1CCC(=O)C=C1c1ccccc1 (centres undefined)	x	x	-1%	x	16%	x	1%	0	x
CC(C)c1cc(C(=O)N2CCCC(N3CCN(c4ccccc4F)CC3)C2)nc(N)n1 (centres undefined)	8	0.1%	0%	2	5%	3	0%	-28	-2
Cc1ccc(NC(=O)CCCn2c3ccccc3c(=O)c3cc(C)ccc32)c(Br)c1	5	1.1%	6%	1	-1%	0	-11%	-15	2
O=C(Cc1ccccc1F)NNC(=O)c1ccncc1	4	-0.7%	-3%	1	-7%	4	0%	11	1
COc1ccccc1C(=O)NCCC(=O)N1CCN(c2cccc(C(F)(F)F)c2)CC1	-4	1.6%	1%	0	2%	5	-19%	-14	0
Cc1cc(NC(=O)c2cc(Cl)ccc2Cl)ccc1-c1cc2ccccc2oc1=O	1	8.0%	-6%	5	-3%	5	1%	-12	-3
CCn1c(=O)cc(SCC(=O)NCc2ccc(F)cc2Cl)c2ccccc21	-5	1.7%	-2%	1	1%	x	-14%	x	-5
COc1cccc(-c2nnc(NC(=O)C(C)C)o2)c1	-1	0.7%	2%	-2	-7%	x	4%	x	-7
COc1ccc(Cl)cc1NC(=O)NCCN1CCCCC1	19	0.2%	-4%	5	11%	-27	9%	-10	-2
CN(C)S(=O)(=O)c1cccc(NC(=O)COC(=O)c2ccc3c(c2)OCO3)c1	-6	2.4%	-1%	3	3%	-2	-1%	-14	-1
CN(Cc1ccccc1)C(=O)CNC(=O)C12CC3CC(CC(C3)C1)C2	5	0.4%	2%	0	8%	8	0%	0	-3
COc1ccc(F)cc1CN1CCN(CC(=O)N2CCc3ccccc32)CC1	-3	-0.6%	-4%	4	1%	5	-3%	-3	-9
Fc1ccc(N=C2NN=C(c3cc(F)ccc3F)CS2)cc1	-8	0.4%	6%	3	-6%	-2	-8%	-13	-6
Cc1cc2nc(Sc3c([N+](=O)[O-])nc(C)n3Cc3ccccc3)[nH]c2cc1C	-7	-0.5%	-13%	3	0%	-2	-11%	-1	-12
O=C(Nc1ccc2nccnc2c1)Nc1ccccc1Cl	6	-0.4%	6%	26	1%	x	-9%	-6	-12
Cc1cccc(NC(=O)CSc2nc3n[nH]c(C)c3c(=N)n2-c2cccc(Cl)c2)c1	-35*	-0.6%	-4%	1	-10%	-9	-7%	-19	-7
CCC(=O)Nc1c(C(=O)N2CCCCCC2)cnn1-c1ccc(C)c(C)c1	2	-0.8%	-3%	-2	-8%	-10	0%	-4	1
Cc1cc(C)c(S(=O)(=O)N(C)CC(=O)NCC2CCCO2)c(C)c1 (centres undefined)	7	-0.7%	1%	1	10%	3	0%	4	0
O=C(C1=C[C@@H](C2CCCCC2)C[C@@H](OCc2ccc(CO)cc2)O1)N1CCOCC1	-19	1.3%	0%	-3	-14%	-2	-1%	x	-6

From PubChem
